Screens deposited in PubChem by several laboratories.
ADAM10 inh = human ADAM10 inhibitors, primary screen, biochemical, QFRET, HTS. recombinant ADAM10, EDANS/DABCYL FRET peptide cleavage, 3 h. Disintegrin and metalloproteinase domain-containing protein 10 (Homo sapiens), O14672. inhibition, % at 7 µM. 0.62% of 370,000 active;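 active = inhibition above a per-campaign cutoff equal to the mean of compounds falling between control-based bounds plus 3 SD, cut at about 20% in these data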;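 also: 0% = DMSO wells while the 100% control is not disclosed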
DAX1 inh-1 = DAX1 (NR0B1) inhibitors, primary screen, cell-based, HEK293, Gal4-DAX1, luciferase luminescence; Nuclear receptor subfamily 0 group B member 1 (Homo sapiens), P51843; inhibition, % at 6.75 µM; HEK293 Gal4-DAX1 luciferase reporter; 0.99% of 340,000 active; AID 504766, 2011;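 active = inhibition above the mean over all tested compounds plus 3 SD, cut at about 4.2% in these data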;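 also: 0% = DAX1-transfected cells with DMSO and 100% = empty-vector control cells with DMSO; inhibition shows as a rise in luminescence from relieved DAX1 repression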
hgDAF12 agonist = H. glycines DAF-12 receptor agonists, primary screen, cell-based, luminescence, HEK293, GAL4 fusion, UAS-luciferase; HEK293 GAL4-hgDAF12 UAS-luciferase reporter, agonist luminescence; normalized to butyrate control; activation, % at 6.8 µM; AID 687014, 2013; 1.8% of 370,000 active; Nuclear hormone receptor DAF-12 (Heterodera glycines), GAL4 fusion;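 active = activation above a cutoff set at the mean of all screened compounds plus 3 SD, cut at about 10% in these data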;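 also: 0% = DMSO wells and 100% = sodium butyrate wells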
NPR1 activator = GC-A stimulated cGMP production enhancers – HEK293 GC-A cells, cGMP TR-FRET, EC30 ANP, primary screen. AID 1671463, 2021. 0% at EC30 ANP, 100% saturating ANP. 0.14% of 370,000 active. activation, % at 10 µM; in the data active = activation above about 40%
Target sequence (P16066 whole entry, looked up): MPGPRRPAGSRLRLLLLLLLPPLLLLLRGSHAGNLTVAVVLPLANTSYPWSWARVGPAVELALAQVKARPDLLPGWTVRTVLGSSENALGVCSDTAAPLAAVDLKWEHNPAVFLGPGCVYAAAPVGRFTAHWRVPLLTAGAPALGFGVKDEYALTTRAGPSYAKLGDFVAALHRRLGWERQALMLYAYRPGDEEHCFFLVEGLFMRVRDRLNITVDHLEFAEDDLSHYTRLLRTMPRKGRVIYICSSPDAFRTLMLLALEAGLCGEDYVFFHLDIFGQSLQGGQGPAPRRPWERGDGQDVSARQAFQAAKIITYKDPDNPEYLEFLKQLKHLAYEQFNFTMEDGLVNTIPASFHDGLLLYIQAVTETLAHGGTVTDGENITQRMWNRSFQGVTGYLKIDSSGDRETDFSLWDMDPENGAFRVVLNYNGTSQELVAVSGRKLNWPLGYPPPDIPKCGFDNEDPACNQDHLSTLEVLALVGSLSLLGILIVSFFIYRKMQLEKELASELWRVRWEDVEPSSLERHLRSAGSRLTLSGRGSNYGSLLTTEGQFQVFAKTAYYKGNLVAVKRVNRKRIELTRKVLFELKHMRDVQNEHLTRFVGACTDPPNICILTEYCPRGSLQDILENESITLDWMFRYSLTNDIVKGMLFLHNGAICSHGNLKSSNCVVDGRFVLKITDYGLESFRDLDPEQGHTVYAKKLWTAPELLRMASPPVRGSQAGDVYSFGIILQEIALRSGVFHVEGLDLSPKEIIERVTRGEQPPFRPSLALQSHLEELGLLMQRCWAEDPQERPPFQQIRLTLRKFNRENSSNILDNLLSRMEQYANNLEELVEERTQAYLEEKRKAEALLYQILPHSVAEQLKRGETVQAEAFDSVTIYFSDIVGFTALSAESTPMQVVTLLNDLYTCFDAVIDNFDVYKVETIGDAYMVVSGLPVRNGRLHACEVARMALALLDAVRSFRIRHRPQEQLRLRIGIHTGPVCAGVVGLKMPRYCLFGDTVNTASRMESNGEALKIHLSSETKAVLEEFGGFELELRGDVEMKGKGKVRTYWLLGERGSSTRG
sPLA2-III inh = human group III sPLA2 inhibitors, primary screen, biochemical, QFRET, BODIPY PC-A2 liposome substrate. 0.56% of 370,000 active. AID 743126, 2013. Group 3 secretory phospholipase A2 (Homo sapiens), Q9NZ20. inhibition, % at 12.2 µM. QFRET BODIPY PC-A2 liposome hydrolysis, fluorescence;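 active = inhibition above mean plus 3 SD of compounds lying within the high and low control bounds, cut at about 19% in these data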;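 also: 0% = median of test compound wells and 100% = no enzyme DMSO wells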
GC-B act = human GC-B receptor activators, primary screen, HEK293 GC-B cells, cGMP TR-FRET, EC30 CNP | AID 1920062, 2024 | Atrial natriuretic peptide receptor 2 (Homo sapiens), P20594 | 0.11% of 370,000 active | 0% at EC30 CNP, 100% saturating CNP | activation, % at 10 µM;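 active = activation at 10 µM reaching about 35% in either raw or pattern-adjusted values, limit read from the data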
hcDAF12 agonist = H. contortus DAF-12 nuclear receptor activators, primary screen, cell-based, luminescence, HEK293, lit1-tk-luc reporter. HEK293 hcDAF-12 lit1-tk-luc reporter; 0% DMSO, 100% Δ7-dafachronic acid. activation, % at 6.8 µM. 1.4% of 370,000 active. AID 652067, 2013;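 active = activation above the mean of all tested compounds plus 3 SD, cut at about 5.5% in these data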;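 also: 100% = response to 3 µM Δ7-dafachronic acid high control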
DAX1 inh-2 = DAX1 (NR0B1) inhibitors on StAR promoter, primary screen, cell-based, luminescence, SF-1 (NR5A1), full-length DAX-1; HEK293T StAR-luciferase reporter, SF-1/DAX-1 repression relief; inhibition, % at 6.8 µM; 1.1% of 370,000 active; AID 652010, 2013;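 active = inhibition above the mean over all tested compounds plus 3 SD, cut at about 3.6% in these data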;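 also: 0% = DAX-1 cells with DMSO and 100% = cells lacking DAX-1 with DMSO; higher inhibition means more luminescence from relief of DAX-1 repression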
ssDAF12 agonist = S. stercoralis DAF-12 nuclear receptor activators, primary screen, cell-based, luminescence, HEK293, GRIP1 co-expression, lit1-tk-luc; Nuclear hormone receptor DAF-12 (Strongyloides stercoralis); HEK293 ssDAF-12/GRIP1 lit1-tk-luc reporter; % of 3 µM dafachronic acid response; activation, % at 6.8 µM; 1% of 370,000 active;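 active = activation above the mean over all tested compounds plus 3 SD, cut at about 0.9% in these data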;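 also: 0% = DMSO-only wells and 100% = 3 µM delta7-dafachronic acid wells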
SMARCA2 act = SMARCA2 (BRM) function activators, primary screen, cell-based, luminescence, high throughput | MG213 cells, MMTV-luciferase reporter, dexamethasone, overnight | activation, % at 9.1 µM | 1% of 370,000 active | AID 652017, 2013; in the data active = activation above about 7.8%;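 also: 0% = vehicle wells and 100% = reference activator wells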
FXN GAA850 act = FXN promoter activators, primary screen, cell-based, luciferase luminescence, HEK293 lucGAA850. AID 540364, 2011. HEK293 lucGAA850 FXN promoter luciferase reporter, 24 h; percent of 10 µM SAHA response. 0.56% of 360,000 active. activation, % at 6 µM;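 active = activation above the average of all compounds screened plus 3 SD, cutoff fixed separately per campaign, cut at about 7.5% in these data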;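 also: 0% = DMSO wells and 100% = 10 µM SAHA wells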
Starred values were filed as active, the others as inactive; . = no result given. An unsorted share of the library, and some 6.6% of all compounds hit somewhere here.

Structure	sPLA2-III inh	ssDAF12 agonist	GC-B act	hgDAF12 agonist	ADAM10 inh	DAX1 inh-1	DAX1 inh-2	hcDAF12 agonist	NPR1 activator	FXN GAA850 act	SMARCA2 act
C=CCn1c(COc2ccc(F)cc2)nnc1SCC(=O)NC1CC1	-4	-0.8	0	-1.0	1	1.0	0.8	-0.8	-3	3.0	-1
CC(=O)Oc1cccc(/C=c2\sc3nc(-c4ccco4)nn3c2=O)c1	-6	-1.0	-7	-0.9	-1	-0.7	-0.3	0.2	1	0.6	1
Cc1c(C(=O)Nc2ccc(N3CCOCC3)cc2)cccc1[N+](=O)[O-]	6	-1.4	2	1.2	-7	0.9	-0.8	-0.7	-2	-0.5	-4
CC(C)c1ccc(NC(=O)C2CCCN(S(=O)(=O)c3ccc4c(c3)C(C)(C)C(=O)N4C)C2)cc1 (centres undefined)	-38	-0.9	5	-4.3	19	-1.2	0.3	-3.7	-6	-4.5	-4
O=C(c1cc2ccccc2[nH]1)N(Cc1cccnc1)CC1CCCN(C2CCCCC2)C1 (centres undefined)	0	-0.2	-4	4.7	-5	0.4	0.0	4.9	-5	1.2	-1
O=C(c1ccc(N2CCCCC2)c([N+](=O)[O-])c1)N(Cc1ccccc1)c1ccccn1	-4	-2.1	-4	-3.1	7	-1.8	-1.2	-1.6	-7	-2.1	-4
CCCCCCCC1(C)NC(=O)N(c2ccccc2)N1 (centres undefined)	3	-0.5	-1	1.3	1	1.6	-0.2	0.5	4	1.7	-1
Cn1c(SCc2ccccn2)nc2c1c(=O)[nH]c(=O)n2C	4	-1.3	1	1.7	0	1.3	-0.1	-0.7	-2	0.9	8
C/C(=N\NC(=S)Nc1ccccc1C)c1cc2ccccc2o1	2	-1.7	-1	0.5	7	-0.4	-1.4	-1.8	-3	1.8	-2
CCC1CN(C(=O)N2CCC(C(=O)NCCc3ccc(OC)c(OC)c3)CC2)c2ccccc2O1 (centres undefined)	-4	-0.9	1	-0.7	7	-0.4	-1.6	-0.7	1	-4.0	-2
CCC1C(=O)Nc2ccccc2N1C(=O)COc1ccccc1 (centres undefined)	-4	-1.1	-3	0.4	-4	0.0	1.6	-1.5	1	1.8	-1
CCC(C)(C)c1nnc(NC(=O)CCC2CCCCC2)s1	5	-0.8	3	0.1	-14	.	-0.2	0.2	-3	0.3	-3
COc1ccc(Cl)cc1NC(=O)C(C)OC(=O)C1=NNC(=O)CC1 (centres undefined)	3	-1.0	-1	3.5	-2	0.1	0.1	1.4	-2	1.7	1
CCC1=C(OC(=O)N(CC)CC)N2C(=O)OC(=NCCc3c[nH]c4ccccc34)[C@]2(Cc2ccccc2)[C@H]2C1=CC[C@H]1C(=O)N(C)C(=O)[C@H]12	-58	-0.8	-7	-0.6	17	-0.1	-0.7	-1.3	-7	-6.4	0
O=C(O)c1nn(CCOc2cccc(Br)c2)c(=O)c2ccccc12	-14	-0.6	-9	-0.7	21*	-0.9	0.1	-1.5	-2	1.1	-1
CC(=O)c1c(C)[nH]c(C(=O)NCCc2ccccc2)c1C	0	0.1	9	8.7	-2	3.1	2.7	2.5	-1	2.8	5
COCCN1Cc2cc(C(=O)OC)c3c(c2C1=O)c1cc(OC)ccc1n3S(=O)(=O)c1ccc(F)cc1	-9	-0.6	-2	-3.2	-10	.	-0.4	-1.2	-1	.	-1
COCc1cc(=O)[nH]c(N2CCN(Cc3ccc4c(c3)OCO4)CC2)n1	12	-1.2	0	-0.2	3	0.0	0.1	0.0	-6	0.2	-2
O=C(NNC(=S)NC(=O)c1ccc(F)cc1)c1cccnc1	4	-0.5	-1	1.6	14	-0.4	-0.1	-0.5	2	-2.7	-2
CC(C)C(=O)Nc1ccc(Cc2ccc(NC(=O)C(C)C)c(O)c2)cc1O	-49	-1.2	3	0.6	3	-1.8	-1.0	-0.8	1	0.1	-1
CCCCN(CCCC)C(=S)NC(=O)C(C)(C)C	12	-0.7	1	-0.5	-1	1.1	-0.7	-1.4	0	2.8	0
COc1cc(NC(=O)C(Cc2ccccc2)n2cccc2)cc(OC)c1 (centres undefined)	-67	-1.1	-8	0.4	10	-0.7	-0.6	-0.8	-16	-0.9	-3
O=C(CSc1ccccc1F)OCC(=O)N1CCN(C(=O)c2ccco2)CC1	4	-0.9	4	1.6	-6	-1.1	0.9	-0.8	0	2.3	0
CC(C)c1ccc(NC(=O)COC(=O)[C@@H]2CCCN2C(=O)c2cccs2)cc1	-25	-0.8	-3	2.1	6	2.2	0.5	1.1	-1	1.1	-2
CCN1C(=O)[C@H]2[C@@H](c3ccc(C)cc3)N3C(=O)N(c4ccc(C(F)(F)F)cc4)C(=O)[C@@]3(CC)[C@H]2C1=O	0	0.2	1	1.7	10	1.1	0.4	2.7	-1	5.2	2
COc1ccc(CNC2=CC(=O)CC(C)(C)C2)cc1	6	-1.7	-2	-1.9	-14	0.4	0.3	-1.3	0	-0.8	2
COc1ccc(Nc2cc(C)nc3nc(C)nn23)c(OC)c1	3	-0.5	4	-2.0	-16	5.1*	0.1	-0.8	5	-0.8	0
COc1cc(/C=C/c2ccccc2)cc(OC)c1	-4	-0.5	-7	8.7	-46	0.6	2.0	1.0	0	3.9	7
CCOC(=O)/C(C#N)=C/C1=C(N2CCOCC2)CC(C)(C)OC1	4	-1.6	3	-0.3	-65	-0.6	0.5	-0.1	-1	3.3	-2
CCOC(=O)C1=C(C)N=C(/N=C/N(C)C)SC1c1ccccc1 (centres undefined)	5	-2.0	2	0.7	4	-1.1	-0.3	-1.3	-2	4.0	-1

2 successive compounds from above, quoted:
Structure	sPLA2-III inh	ssDAF12 agonist	GC-B act	hgDAF12 agonist	ADAM10 inh	DAX1 inh-1	DAX1 inh-2	hcDAF12 agonist	NPR1 activator	FXN GAA850 act	SMARCA2 act
CCC1=C(OC(=O)N(CC)CC)N2C(=O)OC(=NCCc3c[nH]c4ccccc34)[C@]2(Cc2ccccc2)[C@H]2C1=CC[C@H]1C(=O)N(C)C(=O)[C@H]12	-58	-0.8	-7	-0.6	17	-0.1	-0.7	-1.3	-7	-6.4	0
O=C(O)c1nn(CCOc2cccc(Br)c2)c(=O)c2ccccc12	-14	-0.6	-9	-0.7	21*	-0.9	0.1	-1.5	-2	1.1	-1

(further entries)
Structure	sPLA2-III inh	ssDAF12 agonist	GC-B act	hgDAF12 agonist	ADAM10 inh	DAX1 inh-1	DAX1 inh-2	hcDAF12 agonist	NPR1 activator	FXN GAA850 act	SMARCA2 act
CCCCOc1ccc(/C=N/NC(=S)Nc2cc(C)ccc2C)cc1	2	-1.6	0	0.2	-11	0.1	-0.3	-0.6	0	1.5	0
COc1cc(/C=C2\SC(=Nc3c(C)n(C)n(-c4ccccc4)c3=O)NC2=O)ccc1O	-13	-1.3	0	-2.8	1	0.0	0.5	-1.7	0	1.5	-1
CCN1CCN(c2ccc(NC(=O)c3cc4ccccc4cc3OC)cc2C)CC1	0	-1.0	2	11*	-4	1.4	5.1*	-0.3	8	3.3	12*
Cc1cc(C)n2nc(C(=O)NNC(=O)c3ccc(Cl)cc3)nc2n1	1	-1.5	-3	-0.8	5	2.8	0.2	-1.5	1	1.2	6
CC(C)CC(=O)Nc1ccc(Oc2ccc(NC(=O)CC(C)C)cc2)cc1	-6	-1.1	0	-2.4	-8	-0.7	-0.9	-1.5	0	0.1	-1
O=C(NNc1ccccc1F)c1ccccc1	-6	-0.3	3	-1.6	5	-0.1	0.4	-0.9	1	1.3	1
O=C1CN(C(=O)c2ccccc2F)C(c2ccc(F)cc2)c2cc(F)ccc2N1 (centres undefined)	2	-0.6	-2	-3.7	3	-0.1	-0.5	-2.1	-11	-1.0	-1
CC(C)(C)C1CCC(=NNC(=O)c2ccco2)CC1 (centres undefined)	1	-0.2	-2	6.3	-4	2.2	4.4*	3.7	0	4.2	5
S=c1nc(-c2ccccc2)n(-c2ccccc2)[nH]1	6	-0.9	3	2.4	-1	1.7	0.4	-0.7	2	2.1	1
CCN(CCC(=O)Nc1cc(OC)ccc1OC)Cc1ccccc1	9	-0.9	-10	0.2	-6	.	0.4	-1.3	-8	.	-3
CCCCCCCCN1C(=O)[C@H](CC(=O)N2CCCCC2)C[C@@]2(C(=O)OCC)CCCC=C12	-5	-1.3	-2	-2.6	7	.	-1.6	-2.1	3	.	-5
O=C(N/N=C/c1ccc(Cl)cc1)Nc1ccccc1	-17	-0.7	-2	9.4	-5	1.9	0.5	0.7	1	6.1	1
COc1ccc(C(=O)N/N=C/c2sc(N3CCOCC3)nc2-c2ccccc2)cc1OC	0	-1.9	1	-0.7	-14	-1.6	-0.7	-1.6	0	-1.6	1
COC(=O)C1=C(C)N(C)C(C)=C(C(=O)OC)C1c1ccc(Cl)cc1	0	-1.0	-15	-1.6	-2	1.3	0.1	2.1	-12	-2.4	-1
O=C(/C=C/c1cccs1)Nc1ccc(N2CCOCC2)c(S(=O)(=O)Nc2cc(Cl)ccc2Cl)c1	10	-1.0	1	4.7	-6	-0.8	0.0	5.7*	0	-0.6	-4
COc1ccccc1N1CCN(C(=O)c2ccc(Br)s2)CC1	-1	-1.4	-2	1.4	-2	-1.9	0.5	-2.0	6	1.8	-1
Cc1cccc(CN2CCN(CC(=O)NCCCN3CCN(c4ccc(F)cc4)CC3)C2=O)c1	-1	-2.1	3	-0.6	1	-2.4	-2.2	-2.4	-2	-3.8	-3
Oc1ccc(C[C@H]2CNCCN2CC2CCCCC2)cc1	-1	-0.4	6	1.3	4	-0.3	-0.3	-0.8	2	0.9	3
Cc1cc(Nc2ccc(C)c(C)c2)n2ncnc2n1	9	-1.7	5	-0.7	-1	1.3	-0.6	-0.7	3	0.5	-1
N#Cc1ccccc1NC(=O)c1ccc2c(c1)OCO2	0	-0.3	3	8.2	-5	2.8	0.6	-1.1	1	2.8	4
COC(=O)c1ccc(C2NC(=O)NC(C)=C2C(=O)N(C)C)cc1 (centres undefined)	0	-1.0	2	0.1	7	2.1	0.7	-1.8	-2	-0.4	1
CC(C)(C)c1cc[n+](CC(=O)Nc2cc(C(F)(F)F)ccc2N2CCOCC2)cc1	-36	-1.4	10	0.1	5	0.3	0.5	-1.5	0	1.0	-1
CCN(C(=O)COC(=O)c1ccc(=O)n(Cc2ccccc2)n1)C1CCS(=O)(=O)C1 (centres undefined)	-4	-0.7	-3	-1.1	4	1.9	0.8	0.3	1	-1.1	-1
